# p97 ATPase inh: human p97 ATPase inhibition; recombinant p97 ATPase, Kinase-Glo ATP luminescence, 3 h; P55072; 220,000 compounds, 0.42% hits; AID 1481; inhibition, % at 8 µM; in the data active = inhibition above about 15%;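 also: 0% = DMSO vehicle and 100% = wells lacking enzyme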
# EP2 antag: inhibitors of human EP2 prostaglandin E2 receptor; C6 glioma cells expressing human EP2, cAMP TR-FRET; cells stimulated with saturating PGE2; 260,000 compounds, 0.52% hits; AID 1422; P43116; inhibition, % at 25 µM;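 active = percent inhibition above 40 after rounding to a whole number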;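 also: rat C6 glioma host cells with rolipram phosphodiesterase inhibitor present; the protocol text gives 20 µM as final concentration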
# NPY-Y1 antag: blocks the human neuropeptide Y Y1 receptor | 200,000 compounds, 1% hits | inhibition, % at 3.6 µM | P25929 | HEK293-CNG Y1 cells, membrane potential fluorescence; NPY at EC95, then isoproterenol;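 active = inhibition above the campaign mean inhibition of all tested compounds plus 3 SD, cut at about 20% in these data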;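 also: 0% = DMSO wells given NPY plus isoproterenol and 100% = isoproterenol alone without NPY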
#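 Material: Y1- and CNG-channel-expressing HEK293 cells / Probe or stimulus: NPY 25 nM then isoproterenol 1 µM plus Ro 20-1724 25 µM / Doses: 3.6 µM single dose, DMSO 0.4% / Schedule: compound incubation 1 h at room temperature, readout 45 min post-stimulation / Signal: membrane potential fluorescence / Benchmarks: isoproterenol-only wells as full block versus NPY-plus-isoproterenol wells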
# NPY1 pot ag: potentiates or activates human NPY-Y1 receptor. P25929. NPY-Y1 expressing cells, potentiator/agonist activation. activation, % at 3.6 µM. 220,000 compounds, 0.37% hits; in the data active = activation above about 33%, passing the limit was not always enough;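 also: cells stimulated with NPY at EC10 then isoproterenol at EC100; 0% = low agonist plus stimulus and 100% = saturating agonist plus stimulus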
# eIF4E-4G inh: eIF4E/eIF4G interaction inhibition in translation initiation; inhibition, % at 21.7 µM; P63073+Q04637; 220,000 compounds, 0.37% hits; TR-FRET eIF4E-eIF4GI(517-606) binding, 2 h;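 active = inhibition above about 30%, limit read from the data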;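 also: 0% = full FRET control wells and 100% = background wells lacking eIF4GI fragment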
# Target sequence (P63073 whole entry, looked up, the tested form may be a part): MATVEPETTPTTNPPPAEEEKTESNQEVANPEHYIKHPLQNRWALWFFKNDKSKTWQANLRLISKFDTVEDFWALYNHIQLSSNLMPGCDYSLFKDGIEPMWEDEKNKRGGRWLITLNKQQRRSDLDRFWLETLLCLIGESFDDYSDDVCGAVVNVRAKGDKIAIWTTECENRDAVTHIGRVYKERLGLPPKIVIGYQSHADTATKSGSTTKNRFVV
# Target sequence (Q04637 whole entry, looked up, the tested form may be a part): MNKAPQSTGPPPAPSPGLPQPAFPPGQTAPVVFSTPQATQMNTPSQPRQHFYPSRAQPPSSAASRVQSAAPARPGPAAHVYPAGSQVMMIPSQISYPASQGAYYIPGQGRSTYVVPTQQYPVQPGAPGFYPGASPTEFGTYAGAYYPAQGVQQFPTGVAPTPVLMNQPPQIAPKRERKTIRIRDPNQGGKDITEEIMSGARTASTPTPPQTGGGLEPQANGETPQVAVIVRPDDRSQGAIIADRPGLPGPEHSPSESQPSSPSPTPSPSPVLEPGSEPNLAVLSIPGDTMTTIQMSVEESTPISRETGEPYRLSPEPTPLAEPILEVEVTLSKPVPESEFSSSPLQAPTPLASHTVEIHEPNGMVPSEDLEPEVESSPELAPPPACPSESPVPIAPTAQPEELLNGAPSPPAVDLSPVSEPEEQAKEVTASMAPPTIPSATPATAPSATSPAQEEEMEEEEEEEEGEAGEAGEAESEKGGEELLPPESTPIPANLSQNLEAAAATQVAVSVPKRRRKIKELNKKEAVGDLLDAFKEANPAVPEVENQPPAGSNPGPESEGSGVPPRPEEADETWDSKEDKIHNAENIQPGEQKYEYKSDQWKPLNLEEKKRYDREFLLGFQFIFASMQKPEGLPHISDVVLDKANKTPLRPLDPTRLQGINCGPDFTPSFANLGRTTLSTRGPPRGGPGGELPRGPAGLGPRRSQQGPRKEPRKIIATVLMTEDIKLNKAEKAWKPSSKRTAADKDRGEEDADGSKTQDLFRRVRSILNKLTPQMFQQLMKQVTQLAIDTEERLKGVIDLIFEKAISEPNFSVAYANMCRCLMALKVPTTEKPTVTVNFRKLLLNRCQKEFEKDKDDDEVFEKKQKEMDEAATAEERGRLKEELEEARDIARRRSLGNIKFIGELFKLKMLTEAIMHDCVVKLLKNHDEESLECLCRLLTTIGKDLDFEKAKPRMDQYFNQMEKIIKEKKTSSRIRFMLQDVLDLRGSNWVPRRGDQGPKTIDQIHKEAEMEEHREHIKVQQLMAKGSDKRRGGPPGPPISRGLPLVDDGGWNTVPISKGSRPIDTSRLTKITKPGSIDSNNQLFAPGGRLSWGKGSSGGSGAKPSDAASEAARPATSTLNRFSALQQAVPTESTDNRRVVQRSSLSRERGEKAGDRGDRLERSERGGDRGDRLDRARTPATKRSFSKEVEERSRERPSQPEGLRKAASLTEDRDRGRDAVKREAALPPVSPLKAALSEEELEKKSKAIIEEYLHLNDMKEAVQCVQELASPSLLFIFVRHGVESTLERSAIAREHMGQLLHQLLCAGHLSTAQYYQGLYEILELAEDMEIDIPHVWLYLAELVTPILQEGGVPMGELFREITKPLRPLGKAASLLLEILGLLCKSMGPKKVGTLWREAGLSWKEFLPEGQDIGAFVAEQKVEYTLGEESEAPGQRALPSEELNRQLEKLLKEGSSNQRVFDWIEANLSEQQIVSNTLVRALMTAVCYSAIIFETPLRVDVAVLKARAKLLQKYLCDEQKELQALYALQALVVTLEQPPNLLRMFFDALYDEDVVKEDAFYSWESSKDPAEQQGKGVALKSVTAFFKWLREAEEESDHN
# S1P4 antag: blocks the human S1P4 receptor; O95977; S1P4-expressing cells, antagonist mode, reporter read-out; inhibition, % at 4.98 µM; 220,000 compounds, 0.26% hits; AID 1510; in the data active = inhibition above about 29%;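 also: 0% = wells stimulated with agonist and 100% = vehicle wells without agonist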
# NPY2 pot ag: potentiators or agonists of human neuropeptide Y receptor Y2. cells expressing NPY-Y2, potentiator/agonist read-out. P49146. 220,000 compounds, 0.45% hits. activation, % at 3.6 µM; in the data active = activation above about 27%;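 also: cells stimulated with NPY near EC25 plus isoproterenol at EC100; 0% = vehicle plus submaximal agonist and 100% = vehicle plus saturating agonist; some results beyond the cut were filed as inactive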
# EP2 mod: EP2 receptor (human) modulation; P43116; EP2-expressing cells, cAMP HTRF FRET, PGE2 co-stimulation; induction, % at 25 µM; 260,000 compounds, 0.83% hits;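 active = compounds whose cAMP rise, as percent of the full-agonist control response, exceeds 60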;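 also: rat C6 glioma line stably carrying human EP2 under a CMV promoter; the protocol text gives 20 µM as final concentration; 100% = response of wells given 1 µM PGE2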
# S1P4 ag: activates the human S1P4 receptor; O95977; S1P4-expressing cell line, agonist reporter assay; activation, % at 4.98 µM; 220,000 compounds, 0.35% hits; in the data active = activation above about 11%;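 also: 0% = DMSO vehicle and 100% = reference agonist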
# * marks the source's active call; other numbers are inactive results; nt = no result given; & = joins results of further samples; ! = a repeat was not active; [ ] = remark or other dose. Not all compounds are listed; the hit share may differ from the screen's.
SMILES,p97 ATPase inh,EP2 antag,NPY-Y1 antag,NPY1 pot ag,eIF4E-4G inh,S1P4 antag,NPY2 pot ag,EP2 mod,S1P4 ag
O=C(CSc1cn(CC(=O)N2CCCCC2)c2ccccc12)NCC1CCCO1 (configuration not stated),3,5,0,-2,-5,-10,-1,-4,1.2
COc1ccc(OC)c(NC(=O)COC(=O)c2ccc(S(=O)(=O)N3CCOCC3)cc2)c1,4,5,2,11,-5[fluorescence artefact?],2,6,-5,-0.8
Cc1ccc(S(=O)(=O)[N-]c2nc3ccccc3nc2-n2cc[n+](Cc3ccccc3)c2)cc1,-2,3,nt,-4,1,2,-2,22,0.1
CCOc1ccc(OCC)c(S(=O)(=O)N2CCCCC2C)c1 (configuration not stated),-7,2,11,-31,1,-20,-3,15,3.0
COCCn1c(SCc2ccccc2F)nc2ccccc2c1=O,-6,4,13,-14,-4,14,-13,54,-0.7
Cn1nnnc1SCc1nc2ccccc2s1,-3,13,-2,7,-5,3,8,-11,0.4
O=C(Cn1cnnn1)Nc1ccccc1Cc1ccccc1,2,8,-3,-6,-12,4,-7,34,2.8
Cc1ccc(-c2nc3ccccc3c(=O)n2-c2c(C)n(C)n(-c3ccccc3)c2=O)cc1,6,5,nt,23,-1,2,-6,31,0.6
C=CCOC(=O)C1=C(C)NC(SCC(=O)NC(=O)OCC)=C(C#N)C1c1cccnc1 (configuration not stated),-4,8,5,0,0,6,5,-7,-0.5
CCOC(=O)c1cn2cccnc2n1,-3,23,9,-4,1,-8,-18,20,3.7
Cc1ccc(-c2c3c(=O)n(C)c(=O)n(C)c3cn2-c2ccccc2O)cc1,1,11,0,11,1,-11,4,47,-0.1
Cc1cc(-c2csc3nc[nH]c(=S)c23)cc(C)c1C,1,4,1,12,-7,-2,-10,-9,-0.1
C/C(=C\C(=O)O)CC(=O)O,-6,24,3,-26,6[fluorescence artefact?],-8,-1,24,-0.2
O=C(COC(=O)/C=C/c1cccc(Cl)c1)NCCC1=CCCCC1,3,9,10,12,2,-7,-5,15,-0.8
COc1ccc(S(=O)(=O)N2CCOCC2)cc1NC(=O)CSc1nnc2ccccn12,3,8,0,5,-2,-8,2,-11,1.6
CCN(CC)C(=O)c1sc(NC(=O)c2cccnc2)c(C(=O)OC)c1C,-2,7,3,-8,5,-5,0,-17,1.4
CCCCn1c(N)c(N(CC)C(=O)C(c2ccccc2)c2ccccc2)c(=O)[nH]c1=O,3,4,2,-1,4,-9,8,7,1.3
CC(=O)c1sc(NC(=O)c2cc3c(C)nn(-c4ccccc4)c3s2)nc1C,-1,7,-1,2,-3[fluorescence artefact?],-31,-11,19,0.3
Cc1cc(SC(C)C(=O)NCC(=O)Nc2ccc(F)c(F)c2F)nc2ccccc12 (configuration not stated),3,12,0,17,3,-11,10,31,-0.6
O=C(Cn1cncn1)NCc1ccc(Cl)cc1,4,6,3,6,3[fluorescence artefact?],-11,-3,22,13*
O=C(Nc1cccc(F)c1)N(Cc1ccc(Cl)cc1)CC(O)C(F)(F)F (configuration not stated),3,15,-9,31,-6,-16,3,-9,0.5
CN=C1CC(C)(C)CC(=O)/C1=C(/O)CCCN1C(=O)c2ccccc2C1=O,1,3,5,-2,4,-13,7,12,3.0
CCC1(CC)NC(=O)N(CC(=O)N2N=C(c3ccc(Cl)cc3)CC2c2ccco2)C1=O (configuration not stated),2,4,-2,5,3,2,-12,-29,0.1
Cc1cccc(NC(=O)c2snc3c(=O)[nH]cnc23)c1,5,17&8,2,-10,nt,0,9,-9&13,-1.9
Cc1c(C(=O)NC(C(C)C)C(C)C)cccc1[N+](=O)[O-],5,7,2,3,-5[fluorescence artefact?],-15,-4,-3,2.2

# Given as tab-separated lines: part of the list above.
mol	p97 ATPase inh	EP2 antag	NPY-Y1 antag	NPY1 pot ag	eIF4E-4G inh	S1P4 antag	NPY2 pot ag	EP2 mod	S1P4 ag
C=CCOC(=O)C1=C(C)NC(SCC(=O)NC(=O)OCC)=C(C#N)C1c1cccnc1 (configuration not stated)	-4	8	5	0	0	6	5	-7	-0.5
CCOC(=O)c1cn2cccnc2n1	-3	23	9	-4	1	-8	-18	20	3.7
Cc1ccc(-c2c3c(=O)n(C)c(=O)n(C)c3cn2-c2ccccc2O)cc1	1	11	0	11	1	-11	4	47	-0.1
Cc1cc(-c2csc3nc[nH]c(=S)c23)cc(C)c1C	1	4	1	12	-7	-2	-10	-9	-0.1
C/C(=C\C(=O)O)CC(=O)O	-6	24	3	-26	6[fluorescence artefact?]	-8	-1	24	-0.2
O=C(COC(=O)/C=C/c1cccc(Cl)c1)NCCC1=CCCCC1	3	9	10	12	2	-7	-5	15	-0.8
COc1ccc(S(=O)(=O)N2CCOCC2)cc1NC(=O)CSc1nnc2ccccn12	3	8	0	5	-2	-8	2	-11	1.6
CCN(CC)C(=O)c1sc(NC(=O)c2cccnc2)c(C(=O)OC)c1C	-2	7	3	-8	5	-5	0	-17	1.4
CCCCn1c(N)c(N(CC)C(=O)C(c2ccccc2)c2ccccc2)c(=O)[nH]c1=O	3	4	2	-1	4	-9	8	7	1.3
CC(=O)c1sc(NC(=O)c2cc3c(C)nn(-c4ccccc4)c3s2)nc1C	-1	7	-1	2	-3[fluorescence artefact?]	-31	-11	19	0.3
Cc1cc(SC(C)C(=O)NCC(=O)Nc2ccc(F)c(F)c2F)nc2ccccc12 (configuration not stated)	3	12	0	17	3	-11	10	31	-0.6
O=C(Cn1cncn1)NCc1ccc(Cl)cc1	4	6	3	6	3[fluorescence artefact?]	-11	-3	22	13*
O=C(Nc1cccc(F)c1)N(Cc1ccc(Cl)cc1)CC(O)C(F)(F)F (configuration not stated)	3	15	-9	31	-6	-16	3	-9	0.5

# Additional entries
SMILES,p97 ATPase inh,EP2 antag,NPY-Y1 antag,NPY1 pot ag,eIF4E-4G inh,S1P4 antag,NPY2 pot ag,EP2 mod,S1P4 ag
COc1ccc(NC(=O)c2ccco2)cc1NC(=O)c1ccc(Br)o1,5,8,6,-2,-6,-8,1,1,1.2
CC(C)c1ccc(SCc2noc(C(=O)NCC3CCCO3)c2C(=O)O)cc1 (configuration not stated),1,22,24*,-14,-2[fluorescence artefact?],-7,-38,-4,-1.1
C(=N\NC(=Nc1ccccc1)c1ccccn1)/c1ccccn1,8,10,9,10,-1,-17,2,7,-1.6
COc1cc(C(O)c2nc3ccccc3s2)cc(OC)c1OC (configuration not stated),2,4,nt,0,0,-25,23,-11,2.6
COc1ccccc1CCNC(=O)c1ccoc1C,-2,6,2,-19,-9,-15,-2,2,1.7
CC1=C(OC(=O)c2ccccc2)C(C)(C)C(c2ccc(Br)cc2)OC1=O (configuration not stated),-5,10,1,-8,-9,-36,-2,53,-0.7
Cc1ccc(C)c(NC(=O)COC(=O)CCc2ccc(S(=O)(=O)N3CCOCC3)cc2)c1,-2,3,-3,-1,17,-18,4,-22,0.1
C#CCn1ccc(O)c(Cc2c(F)cccc2Cl)c1=O,1,7,-6,-8,0,-2,-16,31,1.3
COc1cc(/C=C2/SC(N)=NC2=O)ccc1Oc1ccc([N+](=O)[O-])cc1[N+](=O)[O-],9,7,5,20,2,-3,0,-4,3.0
Cc1ccc(NC(=O)COC(=O)[C@H](C)NC(=O)c2ccccc2)cc1S(=O)(=O)N1CCOCC1,2,1,nt,14,-5,1,-20,6,2.0
Cc1ccccc1OCCn1cc(C(=O)O)c2ccccc21,-6,8,5,-8,0,-9,-14,-8,0.3
O=C(O)C(Cc1ccccc1)N1C(=O)/C(=C/c2cccnc2)SC1=S (configuration not stated),11,4,nt,0,2,7,-32,-4,-1.3
CCOc1ccc2c(c1)c1nnc(SCC(=O)N3CCCCC3C)nc1n2C (configuration not stated),5,13,9,19,-2,-16,9,0,2.5
O=S(=O)(c1ccc(NCC2CCCCC2)nc1)N1CCOCC1,-2,13,-2,9,-8,-14,-1,2,2.4
c1ccc2c(c1)nc(Nc1ccc(N3CCCCC3)cc1)c1nncn12,-5,8,nt,8,19,-5,-3,-21,-0.1
Cc1ncc(CN2CCCC(CCC(=O)NCc3ccc(F)c(F)c3)C2)s1 (configuration not stated),3,6,11,-2,-2,5,5,0,-0.9
NCC(O)CN(c1ccccc1)c1ccccc1 (configuration not stated),1,9,-1,1,5,-21,8,-15,1.8
O=C(Nc1cccc2c1CCCC2)C1CCN(c2nnnn2-c2ccccc2)CC1,-5,5&18,9,-10,-8[fluorescence artefact?],-2,-10,20&22,0.1
Cc1cc(=O)[nH]c(SCC(=O)Nc2ccc(Br)cc2)c1C#N,2,6,4,11,3,-10,-19,-11,0.1
CC(=O)/C=C(/C)NC(Cc1c[nH]c2ccccc12)C(=O)O (configuration not stated),-1&-3,10&16,2&0,10&-28,4&2,-1&8,-20&-16,-11&22,0.2&0.8
O=C(c1cccc(S(=O)(=O)N2CCOCC2)c1)N1CCN(c2ccc(F)cc2)CC1,-4,6,-2,-13,3,-9,-7,-16,-1.6
CCCn1nnnc1SCC(=O)N1CCCc2ccccc21,0,4,-3,0,-3,-12,5,2,-0.1
O=C(CNCCO)NC12CC3CC(CC(C3)C1)C2,6,10,-3,-12,-6,-19,0,2,-2.1
COc1cc(C(=O)OCC(=O)Nc2ccc(F)cc2F)cc(OC)c1OC,1,6,11,-63,-1[fluorescence artefact?],4,-16,2,1.6
Cc1nc(-c2ccccc2)cs1,4,2,-2,-2,2,3,1,-12,-4.0

# Additional structures follow:
SMILES,p97 ATPase inh,EP2 antag,NPY-Y1 antag,NPY1 pot ag,eIF4E-4G inh,S1P4 antag,NPY2 pot ag,EP2 mod,S1P4 ag
CC[C@H]1OC(=O)[C@H](C)[C@@H](O[C@H]2C[C@@](C)(OC)[C@@H](O)[C@H](C)O2)[C@H](C)[C@@H](O[C@@H]2O[C@H](C)C[C@H](N(C)C)[C@H]2O)[C@](C)(O)C[C@@H](C)[C@@H]2N[C@@H](COCCOC)O[C@H]([C@H]2C)[C@]1(C)O,-8,14&11,0,-5,-2,-8,-12,64*!,-2.3
COCCCNC(=O)C1CC(=O)N(C2CCCC2)C1 (configuration not stated),3,-1,4,13,-1,-11,-8,8,0.6
COc1ccc(S(=O)(=O)N2CCC(N3CCN(c4ccccc4OC)CC3)CC2)cc1,-3,4,nt,6,-4,11,-9,-27,0.1
O=C(CN1CCOCC1)n1c2ccccc2c2ccccc21,1,7,5,-21,0,3,-5,-11,-1.2
COc1cccc(NS(=O)(=O)c2ccc3[nH]cc(C(=O)NC4CC4)c(=O)c3c2)c1,4,-4,-1,-13,-2,-5,2,-10,-0.1
O=C(Nc1cccc(-c2cn3cccnc3n2)c1)Nc1ccccc1F,8,10,0,-2,1,3,-3,-70,0.5
COc1ccc(/C=N/NC(=O)Cn2cc(C(F)(F)F)ccc2=O)cc1,4,21,0,-3,-2,-2,-5,-12,-0.6
O=C(NCCc1ccc2c(c1)OCO2)C1CCN(S(=O)(=O)c2ccc(Cl)cc2)CC1,-9,6&3,4,-5,3,-13,13,-19&-69,1.8
O=C(NCc1nc2ccccc2[nH]1)C1=C[C@H](c2ccc(Br)cc2)C[C@H](OCc2ccc(CO)cc2)O1,6,9,7,7,4,-9,-20,-22,-1.1

# Bioassay records as filed in PubChem.
